Assay outcomes as filed in PubChem.
Autophagy HCS: autophagy modulators in MEF cells, primary screen, imaging, high-content, MEF GFP-LC3. MEF GFP-LC3 puncta imaging; test concentration mostly 10 µM. calls only at 10 µM (by protocol). 190,000 compounds, 0.98% hits. AID 463193, 2010;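 active = percentage of spot-positive cells more than 3 SD above its plate mean, without a fluorescence outlier flag or 80% toxicity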;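 note: spot-positive cell cutoff set from DMSO-treated cells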
b-catenin transl: modulators of beta-catenin nuclear translocation, primary screen, imaging, HeLa cells, immunofluorescence, high-content | nuclear translocation activity, % at 5 µM | 190,000 compounds, 0.3% hits | AID 1665, 2009;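 active = nuclear translocation activity above 50% at 5 µM, with a well cell count of 50 or more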;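 note: per-cell ratio of nuclear to cytoplasmic median beta-catenin stain intensity; plate controls were DMSO negative control for no effect and GSK-3 inhibitor IX positive control for full effect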
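System: HeLa cells, endogenous beta-catenin; compound dosing: 5 µM primary single dose, 0.1% DMSO, 0.02–20 µM confirmation series; incubation: 24 h compound exposure at 37°C, 5% CO2; signal: beta-catenin immunofluorescence imaging with DAPI; evaluation: % activation, nuclear-to-cytoplasmic median beta-catenin signal ratio per cell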
Salmonella PhoP GFP: inhibitors of PhoP regulon expression, primary screen, Salmonella Typhimurium, GFP reporter (AID 1863); S. Typhimurium PhoP-regulated promoter GFP reporter, 4 h; higher % means a stronger effect; inhibition, % at 50 µM, or IC50 in µM where a hit was titrated; 300,000 compounds, 0.16% hits;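 active = inhibition over 29.93%, a cutoff 3 SD above the screen mean, later confirmed by dose response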;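 note: 0% = low Mg2+ inducing control and 100% = high Mg2+ repressing control; strong numbers were not always called active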
CSM14.1 death rescue: rescue of cells from ER stress-induced death, primary screen, 384-well, CSM14.1, thapsigargin, ATP luminescence (AID 1222). 190,000 tested, under 10 active. CSM14.1 thapsigargin-induced death rescue, ATP luminescence; higher % means a stronger effect. one-dose cellular ATP content (survival), % at 20 µM; EC50 in µM for titrated hits;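 active = EC50 below 50 µM in the dose-response confirmation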;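 note: death triggered by thapsigargin at about 15 µM added after 2 h compound pretreatment; cell ATP read after overnight thapsigargin exposure of roughly 18 to 22 hours; normalized against plate controls of thapsigargin alone and 5% DMSO vehicle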
Ins promoter up: insulin promoter activators in MIN6 cells, imaging, high-content screening, mouse beta cells. MIN6 insulin promoter-GFP reporter; hits give high values. z-score at 5 µM. 190,000 compounds, 0.3% hits;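 active = z-score above 3 at 5 µM with at least 500 cells counted in the well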
MT stabilize HCS: microtubule stabilizers in HeLa cells, primary screen, imaging, high-content imaging; HeLa tubulin immunostaining HCS, 24 h; share of cells brighter than vehicle mean+2SD; % tubulin-high responders, % at 10 µM; 200,000 compounds, 0.83% hits;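 active = plate Z-score above 3 for both tubulin-high and condensed-nucleus cell shares, with cell loss under 80%, at 10 µM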;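 note: anti alpha tubulin signal scored within the nucleus-defined area of each cell; some results filed as inactive read as strong as hits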
Dynein cargo inh: inhibitors of GR-EGFP nuclear translocation, primary screen, dynein cargo transport inhibitor project, imaging, high-content, 3617.4 mouse cells; test concentration mostly 20 µM; stimulated with dexamethasone, 1 µM; hits give low values; z-score, hits read low; 220,000 compounds, 0.47% hits; AID 1381, 2008;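 active = plate z-score of nuclear minus cytoplasmic receptor signal below a set negative limit, without overly bright fluorescence or cell loss, cut at about -3.5 in these data, passing the limit was not always enough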;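 note: z-score of nuclear minus cytoplasmic ring GR-EGFP intensity difference per well; some compounds called inactive have numbers as strong as hits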
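Buffer or medium: Induction medium lacking tetracycline, stripped serum | Also added: Dexamethasone agonist, 1.0 µM final, for 30 min | Timing: 48 h induction, 1 h compound, 30 min dex at 37 °C | Detection: Formaldehyde fixation, Hoechst nuclear stain, 10x automated fluorescence imaging | Measure: Nuclear versus cytoplasmic GR-EGFP signal, averaged per well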
Hep lipid drop: inhibitors of hepatocyte lipid droplet formation, primary screen, imaging, high-throughput imaging, BODIPY stain; AML12 mouse hepatocytes, oleate lipid droplets; inhibition, % at 6.5 µM; 240,000 compounds, 0.4% hits; AID 1656, 2009;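 active = lipid droplet intensity inhibited by at least 50%, with more than 500 cells counted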
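Material – mouse AML12 hepatocyte cell line, fixed after treatment · Compound dosing – one dose, 6.5 µM compound · Times – compound with oleate, overnight · Measured by – Image-based BODIPY and DAPI two-channel analysis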
T cell modulator: modulators of CD8 T cell-vesicle binding, primary screen, mouse 2C CD8+ T cells, flow cytometry; 330,000 compounds, 0.068% hits; AID 2052, 2009; 2C CD8+ T cell-vesicle binding; hits give low values; calls only at 7 µM;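 active = response, share of CD8 T cells binding vesicles, and their 90th percentile fluorescence all below set limits, cut at about 80% in these data, passing the limit was not always enough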
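Read-out – percent CD8+ FL2 mean versus row control · System – murine 2C transgenic CD8+ T lymphocytes · Times – 1.5 h cell–vesicle binding at 37 °C, then 20 min icy labelling · Control set – naked vesicles low, QL9 vesicles with vehicle high · Detection – cytometric PE anti-B7-1 and Alexa647 anti-CD8 signals after 1% paraformaldehyde fixation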
Dynein cargo inh cytoplasmic EGFP: recorded beside Dynein cargo inh, whose call it bears; z-score; measured here: cytoplasmic GR-EGFP intensity; hits give high values
Dynein cargo inh nuclear GR-EGFP: also measured in Dynein cargo inh; calls as there; z-score; measured here: nuclear GR-EGFP intensity;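 lower value marks the stronger effect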
Dynein cargo inh cell count: also measured in Dynein cargo inh; calls as there; z-score; measured here: cell count per field
Ins promoter up cell count: also measured in Ins promoter up; calls as there; cell count; measured here: cytotoxicity, nuclei count;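 total cells summed across four imaged fields per well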
Hep lipid drop cells 6.5 µM: recorded beside Hep lipid drop, whose call it bears; cell count; measured here: cell count, cytotoxicity flag;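 cells counted across two imaged fields per well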
b-catenin transl cell count 5 µM: further read-out of b-catenin transl, marked with its call; cell count; measured here: cell count, cytotoxicity flag
T cell modulator vesicle-bound %: recorded beside T cell modulator, whose call it bears; double positive events, %; measured here: CD8+ vesicle-bound cell fraction;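 binding gate set so that unloaded-vesicle control wells show 10% double positive cells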
MT stabilize HCS Hoechst-high %: also measured in MT stabilize HCS; calls as there; % Hoechst-high responders; measured here: nuclear condensation Hoechst responders;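 share of cells brighter than vehicle mean plus two SD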
MT stabilize HCS cytotoxicity %: also measured in MT stabilize HCS; calls as there; toxicity, %; measured here: cytotoxicity by cell density;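 0% = mean cell density of plate MIN control wells and 100% = no cells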
Autophagy HCS cell loss 18 h: also measured in Autophagy HCS; calls as there; toxicity, %; measured here: cell loss, nuclei count;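 cell loss after 18 h compound exposure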
* = called active by the depositor; i = inactive; . = no result given.

nr	compound	Autophagy HCS	Autophagy HCS cell loss 18 h	b-catenin transl	b-catenin transl cell count 5 µM	Salmonella PhoP GFP	CSM14.1 death rescue	Ins promoter up	Ins promoter up cell count	MT stabilize HCS	MT stabilize HCS Hoechst-high %	MT stabilize HCS cytotoxicity %	Dynein cargo inh	Dynein cargo inh cytoplasmic EGFP	Dynein cargo inh nuclear GR-EGFP	Dynein cargo inh cell count	Hep lipid drop	Hep lipid drop cells 6.5 µM	T cell modulator	T cell modulator vesicle-bound %
1	C=CCN1C(=O)/C(=c2\sc3nc(=O)c(Cc4ccccc4)nn3c2=O)c2ccccc21	.	.	-1.9	1151	-13%	.	-0.22	1373	.	.	.	-0.85	-0.11	-0.35	0.25	17	687	i	50
2	CCOc1ccccc1CNc1ccc(N2CCOCC2)c(C(=O)O)c1	i	4	0.1	1191	7%	0.9%	0.08	1115	1.3	1.0	0.0	1.4	-0.17	0.39	-0.9	.	.	i	44
3	CCOc1ccc(N2C(=O)C3C(c4ccccc4)=NN(c4ccccc4)C3C2=O)cc1 (stereo unspecified)	i	-10	.	.	-17%	1.0%	1.1	1380	4.2	1.8	7.2	-1.1	-0.34	-0.74	0.78	-1	708	i	32
4	COc1ccc(C(=O)NC(=S)N2CCN(C)CC2)cc1Br	i	-32	-5.3	1129	2%	-1.3%	-0.05	1659	2.2	2.4	8.0	0.5	-0.3	0.26	0.28	4	684	i	13
5	O=C(CCC1CCCN(Cc2ccc3c(c2)CCO3)C1)NCc1ccc(F)c(F)c1 (stereo unspecified)	i	42	-1.2	953	3%	-2.8%	.	.	2.6	2.0	9.7	-0.92	-0.14	-0.64	-0.14	0	724	i	53
6	N#CCc1nc2n(n1)Cc1ccccc1-2	i	9	1.5	1246	21%	-2.3%	0.98	1427	4.5	5.5	0.5	0.27	-0.32	0.25	-0.17	.	.	i	20
7	COC(=O)CN1C(=O)Nc2ccc(Br)cc2C1c1ccccc1 (stereo unspecified)	i	-5	-3.2	610	6%	-2.1%	.	.	3.0	2.3	5.2	0.1	-0.25	0.12	0.18	-21	718	i	29
8	N#Cc1cnn2cc(-c3ncc(C(F)(F)F)cc3Cl)cnc12	i	4	2.4	1003	-6%	-0.8%	0.03	1796	0.9	1.3	6.4	0.34	-0.22	-0.39	0.62	26	638	i	40
9	O=C(c1cc(=O)[nH]c2ccccc12)N1CCN(S(=O)(=O)c2ccc3ccccc3c2)CC1	i	5	-3.0	1004	-6%	1.2%	-0.82	1410	2.4	1.5	8.2	-0.5	-0.18	0.58	-0.14	.	.	i	25
10	COc1cc(OC)c(C#N)c(S(=O)(=O)Cc2ccccc2)c1	i	-1	-0.4	1372	-10%	-1.0%	-0.58	1588	2.0	1.4	3.7	-1.1	-0.24	-1.3	0.2	.	.	i	21
11	CCCC(=O)Nc1nc2ccc(S(=O)(=O)N3CCCCC3)cc2s1	i	46	7.2	998	-2%	-2.4%	0.37	1107	4.5	11	3.9	-0.41	-0.13	-0.068	0.12	-1	688	i	30
12	COc1ccc(C2C(C(=O)N3CCOCC3)=C(C)NC3=C2C(=O)CC(C)(C)C3)cc1O (stereo unspecified)	i	4	.	.	-10%	-2.2%	-0.15	1273	3.0	3.3	21	1.3	-0.27	0.94	-1.1	-2	779	i	36
13	O=[N+]([O-])c1cccc(S(=O)(=O)NCCCN2CCOCC2)c1	i	14	1.3	918	4%	-3.3%	0.14	1314	3.9	1.1	0.4	3.1	-0.16	1.1	-1.7	5	502	i	11
14	COc1ccc(OC)c(NC(=O)N[C@H](Cc2ccccc2)C(=O)NN)c1	.	.	-1.9	1233	-8%	.	-0.36	1443	.	.	.	0.081	-0.24	-0.06	0.31	-3	700	i	16
15	O=C(NC1CCCCCCC1)C1CCN(c2nc3ccccc3o2)CC1	i	-5	-1.7	965	-15%	-3.2%	1.2	1438	1.6	2.5	20	1	-0.23	0.8	0.41	-2	679	i	54
16	Cc1ccc(C)c(OCC(=O)Nc2nonc2NC(=O)COc2cc(C)ccc2C)c1	i	-5	-0.4	1046	3%	-2.6%	1.1	1779	3.5	1.8	5.1	-0.16	-0.25	-0.19	1.1	-4	648	i	7
17	CCSC1=C(C#N)C2(CCCC2)C(C#N)=C(N)N1	i	7	2.0	1096	2%	-1.2%	.	.	3.6	3.7	4.2	0.21	-0.13	0.15	0.2	.	.	i	41
18	CN(C)Cc1cccc([N+](=O)[O-])c1O	.	.	-0.4	1369	-5%	.	0.07	1049	.	.	.	0.47	-0.25	0.2	0.075	-11	748	i	33
19	Nc1nnnn1/N=C/C(Br)=C/c1ccccc1	i	21	0.6	798	-15%	1.2%	0.39	1176	32	63	93	-3.1	1.2	-1.1	0.15	.	.	i	54
20	CCOC(=O)N1CCN(C(=S)NC(=O)C2CCCC2)CC1	.	.	-0.9	1392	-9%	.	-0.14	1061	.	.	.	-0.64	-0.25	0.44	-0.06	0	644	i	53
21	O=C(NCc1ccco1)Oc1ccccc1	i	10	0.0	1139	-4%	-3.1%	-0.54	1204	3.1	2.0	4.5	0.85	-0.28	0.3	0.38	-10	790	i	36
22	Cc1ccc(/C=C2\Oc3cc(OC(=O)N4CCOCC4)ccc3C2=O)cc1	i	16	1.4	1166	15%	-1.5%	-0.23	1446	6.0	1.2	2.0	2	-0.21	1.1	-0.98	-6	584	i	35
23	CCN(Cc1cn2cccnc2n1)C1CCCCC1	i	0	-2.1	1125	-5%	-1.2%	0	1248	3.8	2.5	4.7	-1	-0.35	-0.64	1.5	12	700	i	63
24	CCCn1c(O)c2ccc(C(=O)N=NC(=O)c3cccnc3)cc2c1O	i	-1	-0.6	1333	-8%	-0.8%	0.04	1634	0.4	1.2	9.0	-0.26	-0.2	-0.23	-0.03	.	.	i	13
25	COc1ccc(Cc2nnc(NC(=O)Cn3cnc4c3c(=O)n(C)c(=O)n4C)s2)cc1	i	-3	-4.5	544	4%	-1.2%	0.37	1164	3.3	1.8	5.0	0.0028	-0.25	0.38	0.89	3	696	i	54
26	CC1CCCCC1NC(=O)COC(=O)c1ccc(S(=O)(=O)NCc2ccco2)cc1 (stereo unspecified)	i	34	.	.	-1%	-0.2%	.	.	1.8	1.4	4.4	0.48	-0.21	0.92	0.68	31	850	i	53
27	COC(CNC(=O)c1ccc2c3c(onc13)-c1ccccc1C2=O)OC	.	.	3.7	1076	-21%	.	-0.55	972	.	.	.	-4.9*	1.3*	-2.4*	-0.82*	14	755	i	46
28	NC(=O)CNc1n[nH]c(=S)[nH]c1=O	i	-5	-0.3	1095	1%	-1.1%	-0.16	1381	2.2	1.2	4.1	0.5	-0.25	0.29	0.058	-2	693	i	55
29	CCc1ccc2c(c1)[C@]1(C(=O)N2)[C@@H]2C(=O)N(Cc3ccccc3)C(=O)[C@@H]2[C@@H]2CCCN21	i	2	-3.2	1120	9%	-0.9%	0.47	1056	2.6	2.4	13	-0.66	-0.25	-0.1	0.23	.	.	i	14
30	Cc1cc(NC(=O)CSCC(=O)N(c2cccc(Cl)c2)C(C(=O)NC2CCCCC2)c2ccc(O)c(O)c2)no1 (stereo unspecified)	i	-1	-2.0	1127	-21%	-3.4%	1.7	1456	1.4	1.8	13	-0.075	-0.23	0.051	0.18	-6	623	i	49
31	CC(C)NC(=O)NC(=O)COC(=O)c1ccc(NC(=O)CC#N)cc1	i	-5	0.9	1214	-5%	4.1%	0.91	1184	2.2	1.3	7.1	1.1	-0.24	1.1	0.15	3	759	i	27

Reformatted: entries from further up
14: COc1ccc(OC)c(NC(=O)N[C@H](Cc2ccccc2)C(=O)NN)c1
15: O=C(NC1CCCCCCC1)C1CCN(c2nc3ccccc3o2)CC1

| Screen / compound no. | 14 | 15 |
| --- | --- | --- |
| Autophagy HCS | . | i |
| Autophagy HCS cell loss 18 h | . | -5 |
| b-catenin transl | -1.9 | -1.7 |
| b-catenin transl cell count 5 µM | 1233 | 965 |
| Salmonella PhoP GFP | -8% | -15% |
| CSM14.1 death rescue | . | -3.2% |
| Ins promoter up | -0.36 | 1.2 |
| Ins promoter up cell count | 1443 | 1438 |
| MT stabilize HCS | . | 1.6 |
| MT stabilize HCS Hoechst-high % | . | 2.5 |
| MT stabilize HCS cytotoxicity % | . | 20 |
| Dynein cargo inh | 0.081 | 1 |
| Dynein cargo inh cytoplasmic EGFP | -0.24 | -0.23 |
| Dynein cargo inh nuclear GR-EGFP | -0.06 | 0.8 |
| Dynein cargo inh cell count | 0.31 | 0.41 |
| Hep lipid drop | -3 | -2 |
| Hep lipid drop cells 6.5 µM | 700 | 679 |
| T cell modulator | i | i |
| T cell modulator vesicle-bound % | 16 | 54 |
